12-LOX inh: ALOX12 (human) lipoxygenase inhibition. P18054. purified 12hLO, xylenol orange hydroperoxide absorbance. Potency, µM (series often up to 108 µM), for inactives: at the top dose activity change, negative = inhibition, most hits filed as inhibitors. 580,000 compounds, 1.1% hits. AID 1671190; active = well fitted inhibition curve with a large enough effect; inconclusive = small, poorly fitted or top-dose-only effect, or another doubt; inactive = no such curve, though single readings can be large or run the other way
Target sequence (P18054 whole entry, looked up): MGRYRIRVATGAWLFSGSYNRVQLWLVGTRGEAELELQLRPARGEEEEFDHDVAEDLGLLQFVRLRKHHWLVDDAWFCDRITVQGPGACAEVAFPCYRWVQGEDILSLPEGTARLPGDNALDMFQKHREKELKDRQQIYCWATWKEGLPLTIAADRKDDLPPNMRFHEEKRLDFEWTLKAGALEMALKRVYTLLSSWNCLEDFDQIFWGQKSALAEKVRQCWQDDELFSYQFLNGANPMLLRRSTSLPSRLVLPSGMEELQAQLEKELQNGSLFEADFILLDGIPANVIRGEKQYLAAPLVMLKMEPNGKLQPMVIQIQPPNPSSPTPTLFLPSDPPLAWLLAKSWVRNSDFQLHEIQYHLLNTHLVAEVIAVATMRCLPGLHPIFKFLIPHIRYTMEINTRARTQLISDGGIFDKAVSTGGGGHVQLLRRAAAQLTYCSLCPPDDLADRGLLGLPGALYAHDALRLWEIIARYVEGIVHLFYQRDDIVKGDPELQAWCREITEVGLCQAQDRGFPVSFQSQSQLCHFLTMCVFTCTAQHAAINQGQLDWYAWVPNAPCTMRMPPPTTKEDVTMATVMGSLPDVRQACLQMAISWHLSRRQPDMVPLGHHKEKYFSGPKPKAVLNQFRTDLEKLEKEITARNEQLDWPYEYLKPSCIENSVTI
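Hydroperoxide product was detected by ferrous iron/xylenol orange as the 573 to 405 nm absorbance ratio. Arachidonic acid at 40 uM (final) was turned over for 30 min at room temperature by 150 nM human 12hLO, pH 7.0 Hepes buffer, after 15 min compound preincubation.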
Numbers without * were called inactive; ? = inconclusive; [ ] = another dose, or the depositor's remark. % is set by controls: 0 for no effect and ±100 for the full control effect; potency is the fitted concentration of half-maximal effect. Some of the compounds tested; the hit share may differ from the screen's.

12-LOX inh	compound
34%[activator]	COc1ccc(-c2ccccc2NC(=O)C2CCCN(CC=C(C)C)C2)cc1 (configuration not stated)
?	COc1cccc(-n2cnc3c2NC(=O)CC3c2ccccc2)c1 (configuration not stated)
15%	COc1ccc(NC(=O)CN2C(=O)NC3(CCC(C)CC3)C2=O)c(OC)c1 (configuration not stated)
93%[activator][176 µM]	O=C1NC[C@@H](CCC(=O)N2CCCC2)N2C[C@@H](NCc3ccccc3)C[C@@H]12
-10%	O=C(NCCC1CCN(C(=O)Nc2ccc(F)cc2)CC1)c1cc(F)ccc1F
30%[176 µM]	O=C(N[C@H]1CCN2C(=O)[C@@H](Cc3c[nH]c4ccccc34)NC(=O)[C@H]12)c1ccccc1
?	O=C(N1CCOCC1)N1CCC(c2nnc3n2CCNC3)CC1
118%[activator]	O=C(c1cc(C2CC2)no1)N1CCC2(CCCN(C3CCCC3)C2=O)C1 (configuration not stated)
-6%	CC(C)CNC(=O)c1nc(-c2ccc3cc[nH]c3c2)no1
0%	Fc1ccc(CSc2nc(CN3CCOCC3)nc3ccccc23)c(Cl)c1
?	O=C1[C@H]2CN(Cc3ccc(F)cc3Cl)C[C@H]2C(=O)N1Cc1ccc2c(c1)OCO2
11%	CCOCCSc1nc2c(c(=O)n(C)c(=O)n2C)n1Cc1ccccc1Cl
17%	O=C(NCc1ccccn1)C1CCN(CC2(O)CNCCOC2)CC1 (configuration not stated)
18%	Cc1noc([C@@H]2CN(C(=O)c3ccco3)C[C@H]2COCC2CC2)n1
?	NC1CC(c2cc(N3CCC(OCc4ccccc4)CC3)ncn2)C1 (configuration not stated)
59%[activator][176 µM]	CC(=O)N1CCCC2(C1)CN(C)c1ccc(C(=O)NCCOc3ccccc3)cc12 (configuration not stated)
?	NC(=O)c1cc[nH]c1C1CCCN(S(=O)(=O)c2cccc3cccnc23)C1 (configuration not stated)
1%	Cc1ccc(C(=O)C(C)Sc2nnc3ccccn23)cc1 (configuration not stated)
8%	Cc1ccsc1C(=O)Oc1ccc(-c2ccc(C#N)cc2)cc1
-12%	CCOc1ccc(-n2nc3cc(C)c(NC(=O)c4ccc(Br)o4)cc3n2)cc1
3%	O=C(NCc1ccccc1)C(CCc1ccccc1)n1c(=O)c(-c2cc3ccccc3[nH]2)nc2ccccc21 (configuration not stated)
?	CCc1ccc(/C=C/C(=O)c2cc3ccccc3oc2=O)cc1
?	Fc1ccc(C2=CC(c3cccc(Br)c3)n3nnnc3N2)cc1 (configuration not stated)
18%	Cc1nc2ncnn2c(C)c1CCC(=O)NCC1CCOc2ccccc2C1 (configuration not stated)
12%	O=C(C[C@@H]1CCNC[C@@H]1Cc1cc(CSc2ccccc2)on1)NCc1cccs1
?	COCCn1c(=O)c(C)nc2cnc(N3CCOCC3)nc21
1%[6.33 µM]	C[S+](=O)([O-])NC1CC2(CCN(C(=O)Cc3c[nH]c4ccccc34)CC2)c2ccccc21 (configuration not stated)
?	O=C(COc1ccc(Cl)cc1)Nc1ccc2oc(-c3ccccc3F)nc2c1
?	CCCCCCCCN1C(=O)[C@@H](CC(=O)N2CCCC2)C[C@@]2(C(=O)OC)C1=C[C@H](C1CCCC1)O[C@@H]2C
1%	O=C(NCc1ccccc1)c1nnn2c1COC(c1ccc(Cl)cc1)C2 (configuration not stated)
12%	Cc1nc(C)n(CCCn2cnc3cn(C)nc3c2=O)n1
26%	Cc1cc(C(=O)N2CCCC(Cc3noc(-c4ccccn4)n3)C2)nn1C (configuration not stated)
6%	CCOc1ccc(C(=O)N2CCCC3(C2)NC(=O)N(Cc2ccccc2)C3=O)cc1 (configuration not stated)
?	CCCCCC(C)NS(=O)(=O)Cc1ccc([N+](=O)[O-])cc1 (configuration not stated)
-1%	Cc1ccc(C)c(Sc2ccc(NC(=O)/C=C/c3cccs3)cc2)c1
-5%[176 µM]	COc1cccc(-c2ncc3c(n2)OCCN(Cc2ccc(F)cc2F)C3=O)c1F
11%[176 µM]	O=C(NC1CC1)c1nc(-c2cc(Cl)cc(Cl)c2)c2ccccn12
-4%	COc1ncccc1C(=O)N1CCOc2ccc(C(O)C(c3ccccc3)c3ccccc3)cc2C1 (configuration not stated)
18µM*	CC(C)CCn1c(SCC(=O)c2ccccc2)nc2c1c(=O)n(C)c(=O)n2C
16%	COc1cccc(CC(=O)N2CCCN(C)c3ccccc32)c1
-9%	CCOCCn1c(Br)nc2c1c(=O)n(C)c(=O)n2C
21%	COc1ccc(-c2onc(C)c2C(=O)NCc2cccc(Cl)c2)cc1
-14%[176 µM]	CN(C)c1cccc(NC(=O)c2ccc3c(c2)NC(C)(COc2ccccc2)CO3)c1 (configuration not stated)
-7%	O=C(Nc1ncn[nH]1)c1ccc(Cl)c(S(=O)(=O)N2CCCCC2)c1
?	CCCCCCOc1ccc(CNCc2cc(OC)c(OC)cc2OC)cc1
-31%	Cc1cc(C)c2c(C)c(C(=O)O)oc2c1
9%	COc1ccc(CNC(=O)C(c2ccccc2)c2ccccc2)cc1
-14%	CC(=O)c1ccc(NC(=O)N(C)CCc2noc(-c3ccc(C(=O)N4CCCCC4)cc3)n2)cc1
-11%	COC(=O)C1(NC(=O)CSc2ccc(Br)cc2)CCCCC1
60%[activator]	O=C(CSCc1ccncc1)N(Cc1ccsc1)C1CC1
?	COc1cccc(Cl)c1-c1nccc2c(=O)cc(-c3ccccn3)oc12
10%	O=C(CC1CCCC1)NCCC(=O)N1CCCC1
13%	O=C(NCCc1noc(-c2cccnc2)n1)C1(c2ccccc2)CC1
2%[6.33 µM]	COc1ccccc1-c1cc(C(=O)NCc2cccs2)nn2cnnc12
-2%	O=C(NCCc1ccccc1)N1CCC(N2CC3CC(C2)[C@H]2CCCC(=O)N2C3)CC1 (some centres not stated)
-16%[57.4 µM]	CC1=C(C(=O)Nc2cc3cn[nH]c3cc2F)C(c2ccc(C(F)(F)F)cc2)CC(=O)N1 (configuration not stated)
61%	C=CCn1c(-c2ccc(F)cc2)cn2cc(C(=O)N[C@@H](C)CO)nc2c1=O
1%	COc1ccc(NC(=O)C2(C)CCCCC(=O)N2)cc1 (configuration not stated)
56%[activator]	Cc1ccc([C@H]2CN(C(=O)c3[nH]nc(N)c3-c3ccccc3)C[C@@H]2N)o1
35µM*	CCc1c(C(=O)N2CCc3c(c(C(=O)O)nn3CC3CC3)C2)csc1C

(list continues)
12-LOX inh	compound
?	COCCn1c(=O)c(C)nc2cnc(N(C)C)nc21
49%	Cc1nnc2n1CCC(NC(=O)c1cc(CN3CCOCC3)on1)CC2 (configuration not stated)
?	O=c1c(-c2cccs2)nc2cnc(Oc3cccc(Cl)c3)nc2n1C1CC1
30%[activator]	CCn1cc(-c2ccc(F)cc2)cc1C(=O)NCc1cccnc1
?	O=C(Cc1n[nH]c(=O)c2ccccc12)NCC1(N2CCCCC2)CCCCC1
-7%[176 µM]	Cn1cc(CN2CCc3nc(C(=O)NCC4CC4)oc3CC2)cn1
40%[activator]	COc1ccc(-c2nc(CS(=O)Cc3ccccc3C)cs2)c(OC)c1 (configuration not stated)
-3%	CC(C)Cc1ccc(C(C)NC(=O)Cn2nc(-c3ccc(F)cc3)oc2=O)cc1 (configuration not stated)
109%[activator]	O=C(CN1CCOC1=O)N1CCCC(c2ccccc2)(c2ccccc2)C1
55%[176 µM]	Cn1nccc1CN1CCCC2(COc3ccccc3C(=O)N2)C1 (configuration not stated)
?	CCN(CC)S(=O)(=O)c1ccc(S(=O)(=O)Nc2c(C)cccc2C)cc1
1%	COc1ccccc1CN1Cc2cc(NC(=O)c3ccc([N+](=O)[O-])cc3)ccc2OC(C)C1=O (configuration not stated)
2%	O=C(c1cnc[nH]1)N1CC(F)(F)C[C@H]1c1nc(C2CC2)no1
21%	CCn1c(C2CCCN(C(=O)CN3C(=O)NC(=O)C3(C)C)C2)nn(C)c1=O (configuration not stated)
-55%	CN1CCN(c2ccc(Nc3nccc4[nH]c(-c5cccnc5)cc34)cc2)CC1
-1%	O=C(O)Cn1nc(C2CCOCC2)nc1C1CNC(=O)C1 (configuration not stated)
-16%	Cn1c(=O)[nH]c(=O)c2c1nc(Br)n2CCCSc1ncccn1
42%[activator]	CCOC(=O)C1CCN(C(=O)c2cn3ccnc(-c4ccc(C)cc4)c3n2)CC1
30%[activator]	Cc1cccc(CC(=O)N2CCC(c3noc(COCC4CC4)n3)CC2)c1
-12%[176 µM]	C[S+](=O)([O-])c1ccc(-c2cc3c(cn2)CN(Cc2ccccc2)CCN3)cc1

Part of the list above in order of length of the SMILES, rising:
12-LOX inh	compound
-1%	O=C(O)Cn1nc(C2CCOCC2)nc1C1CNC(=O)C1 (configuration not stated)
49%	Cc1nnc2n1CCC(NC(=O)c1cc(CN3CCOCC3)on1)CC2 (configuration not stated)
?	NC(=O)c1cc[nH]c1C1CCCN(S(=O)(=O)c2cccc3cccnc23)C1 (configuration not stated)

Following part
12-LOX inh	compound
36%	Cc1cc(C(=O)N2C[C@@H](Oc3ccccc3)C[C@@H]2C(=O)N2CCOCC2)nn1C
5%[176 µM]	O=C(O)CN1C(=O)[C@@H]2C[C@@H](CN2C(=O)c2ccccc2)Oc2ccccc21
?	Cc1ccc(CN2CCN(C(=O)c3ccn(COc4cccc(Cl)c4)n3)CC2)cc1
?	O=C(NCc1ccccc1)C(c1ccccc1)n1c(-c2ccncc2)nc2ccccc21 (configuration not stated)
?	Cc1c(NC(=O)C(C)(C)c2ccccc2)cccc1C(=O)N1CCc2sccc2C1
-14%	CC1CCN(S(=O)(=O)c2cc3cc(Cl)ccc3oc2=O)CC1
10%	CCn1ncc(N2CCCC(CC(=O)NCCc3cccs3)C2)cc1=O (configuration not stated)
-4%	COc1ccc(NC(=O)C(C)(C)C)cc1Cl
-16%	COc1ccc(OCC(=O)Nc2nonc2C)cc1
-4%	CC(C)(C)c1ccc(C(=O)N2CCN(C(=O)c3nnn4c3COC(c3ccc(F)cc3)C4)CC2)cc1 (configuration not stated)
-25%	CCC(=O)Nc1ccccc1-c1nc2ccccc2n(CC(=O)Nc2ccc(C(C)=O)cc2)c1=O
19%	CC1Cc2cc(S(=O)(=O)NCCC(=O)NCc3ccco3)ccc2N1C(=O)C1CC1 (configuration not stated)
?	O=C(CC1(O)C(=O)N(Cc2ccccc2)c2ccccc21)c1ccccc1Cl (configuration not stated)
8.9µM*	CCOC(=O)c1cc(NC(=O)c2cccc(-c3cc4ccccc4oc3=O)c2)ccc1N1CCOCC1
9%[176 µM]	CC(C)CNc1ccc2nnc(-c3ccc(F)cn3)n2n1
18µM*	N#Cc1ccc(C(C(=O)NCc2ccccc2)n2c(=O)c(-c3ccco3)nc3ccccc32)cc1 (configuration not stated)
1%	CN(C(=O)COC(=O)c1ccccc1-c1nc2ccccc2s1)C1CCCCC1
10%	CCc1noc(COc2ccc3c(CC)cc(=O)oc3c2)n1
-20%	CCc1cc(C(=O)O)sc1-c1ccc(C)cc1
-1%	COC(=O)Cc1nnn2c1CC(OC)c1ccccc1-2 (configuration not stated)
-9%	Cc1ccccc1Oc1c(CCC(=O)N2CCSCC2)c(C)nn1-c1ccc(F)cc1
26%	O=c1c2c3c(nn2ccn1Cc1ccccc1)CCCC3
28%	COc1cc(CNCCC(C)C)ccc1OCC(O)CN1CCSCC1 (configuration not stated)
-2%	Cc1cccc(C)c1OCC(O)Cn1c(C)cc(=O)n2ncnc12 (configuration not stated)
58%[activator]	CC1CCN(CCc2nc3c([nH]2)CC(C)(C)CNC3=O)CC1
-51%	O=C(CS(=O)(=O)c1ccc2ccccc2c1)c1ccc(Cl)cc1
-21%	CC(C)Cc1cc(C(=O)N2CCCC(OCc3ccccn3)C2)n(C)n1 (configuration not stated)
-22%[176 µM]	Cc1cccc(-c2ccc3c(c2)C(=O)N2CC[C@H](NC(=O)NC(C)C)C[C@H]2C(=O)N3)c1C
?	COc1ccc(-c2noc([C@@H]3CCCN3C(=O)c3ccc(F)cc3Cl)n2)cc1
5%	CN(C)C(C(=O)NCc1noc(Cc2ccccc2)n1)c1ccc(F)cc1 (configuration not stated)
-21%	CC(C)c1ccc(C(C(=O)NC2CCCC2)N(C(=O)c2cnccn2)c2cccs2)cc1 (configuration not stated)
18%	Cc1ccccc1OCc1nc(C2CN(C(=O)Cc3ccsc3)C2)no1
8%[176 µM]	C#CCNC(=O)C[C@@H]1C[C@@H](C(C)C)[C@H](CNC(=O)NC2CCCCC2)C=C1C

Arranged by molecular weight (rising): some entries from above
12-LOX inh	compound
-1%	COC(=O)Cc1nnn2c1CC(OC)c1ccccc1-2 (configuration not stated)
26%	O=c1c2c3c(nn2ccn1Cc1ccccc1)CCCC3
9%[176 µM]	CC(C)CNc1ccc2nnc(-c3ccc(F)cn3)n2n1
10%	CCc1noc(COc2ccc3c(CC)cc(=O)oc3c2)n1
58%[activator]	CC1CCN(CCc2nc3c([nH]2)CC(C)(C)CNC3=O)CC1
-2%	Cc1cccc(C)c1OCC(O)Cn1c(C)cc(=O)n2ncnc12 (configuration not stated)
-51%	O=C(CS(=O)(=O)c1ccc2ccccc2c1)c1ccc(Cl)cc1
-21%	CC(C)Cc1cc(C(=O)N2CCCC(OCc3ccccn3)C2)n(C)n1 (configuration not stated)
18%	Cc1ccccc1OCc1nc(C2CN(C(=O)Cc3ccsc3)C2)no1
28%	COc1cc(CNCCC(C)C)ccc1OCC(O)CN1CCSCC1 (configuration not stated)
8%[176 µM]	C#CCNC(=O)C[C@@H]1C[C@@H](C(C)C)[C@H](CNC(=O)NC2CCCCC2)C=C1C
1%	CN(C(=O)COC(=O)c1ccccc1-c1nc2ccccc2s1)C1CCCCC1
-22%[176 µM]	Cc1cccc(-c2ccc3c(c2)C(=O)N2CC[C@H](NC(=O)NC(C)C)C[C@H]2C(=O)N3)c1C
-9%	Cc1ccccc1Oc1c(CCC(=O)N2CCSCC2)c(C)nn1-c1ccc(F)cc1
-21%	CC(C)c1ccc(C(C(=O)NC2CCCC2)N(C(=O)c2cnccn2)c2cccs2)cc1 (configuration not stated)
18µM*	N#Cc1ccc(C(C(=O)NCc2ccccc2)n2c(=O)c(-c3ccco3)nc3ccccc32)cc1 (configuration not stated)
